OX1R antag-1: antagonists of human orexin 1 receptor. CHO/OX1R cells, Fluo-8 calcium fluorescence, orexin A. inhibition, % at 5 µM. 330,000 tested, 0.43% active. AID 434989;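 active = inhibition above its plate's threshold, mean inhibition of all tested compounds on the plate plus 3 SD, cut at about 37% in these data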;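 also: 0% = orexin A challenge wells and 100% = SB-334867-A antagonist wells; not every result past the cut was called active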
Target sequence (O43613 whole entry, looked up): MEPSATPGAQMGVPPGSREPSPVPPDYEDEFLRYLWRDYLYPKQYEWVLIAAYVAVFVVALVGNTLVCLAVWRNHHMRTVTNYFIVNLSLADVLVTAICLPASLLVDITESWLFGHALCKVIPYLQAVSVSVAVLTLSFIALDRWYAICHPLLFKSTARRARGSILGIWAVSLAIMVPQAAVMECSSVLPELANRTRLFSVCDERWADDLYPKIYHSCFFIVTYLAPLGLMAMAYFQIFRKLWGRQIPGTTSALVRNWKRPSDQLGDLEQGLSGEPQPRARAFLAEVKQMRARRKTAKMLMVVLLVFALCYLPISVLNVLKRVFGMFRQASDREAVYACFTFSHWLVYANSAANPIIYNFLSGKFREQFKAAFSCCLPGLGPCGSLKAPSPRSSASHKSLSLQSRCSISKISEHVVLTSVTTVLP
STK33 inh: inhibitors of human STK33 kinase; AID 2661; inhibition, % at 10 µM; purified STK33, MBP phosphorylation, ADP-Glo luminescence; 320,000 tested, 0.073% active; Q9BYT3;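 active = inhibition at or above 25%, using the most active replicate where run in duplicate; inactive = inhibition below 25%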
Target sequence (Q9BYT3 whole entry, looked up): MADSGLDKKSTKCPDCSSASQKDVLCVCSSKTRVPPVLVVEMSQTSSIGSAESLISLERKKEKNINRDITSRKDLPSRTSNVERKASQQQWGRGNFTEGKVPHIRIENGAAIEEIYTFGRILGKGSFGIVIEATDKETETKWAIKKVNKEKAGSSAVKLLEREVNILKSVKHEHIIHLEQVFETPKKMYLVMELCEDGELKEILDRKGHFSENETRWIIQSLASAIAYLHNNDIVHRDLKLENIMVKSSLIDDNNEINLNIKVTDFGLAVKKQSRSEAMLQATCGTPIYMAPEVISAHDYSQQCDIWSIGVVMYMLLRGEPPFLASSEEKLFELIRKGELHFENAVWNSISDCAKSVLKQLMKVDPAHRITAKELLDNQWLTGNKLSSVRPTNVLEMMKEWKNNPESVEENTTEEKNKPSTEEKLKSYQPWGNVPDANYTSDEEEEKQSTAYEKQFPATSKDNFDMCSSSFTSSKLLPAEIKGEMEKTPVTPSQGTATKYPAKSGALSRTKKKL
OX1R antag-2: OX1R (human) antagonism. OX1R-expressing cells, FRET antagonist read-out. O43613. AID 485270. inhibition, % at 6.6 µM. 330,000 tested, 1.8% active; in the data active = inhibition mostly above about 38%, no sharp cut-off; inactive = mostly below about 40%;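 also: 0% = agonist challenge alone and 100% = reference antagonist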
* = called active by the depositor; · = no result given.

Value order: STK33 inh	OX1R antag-1	OX1R antag-2
O=C1CCC(C(=O)N(CCO)Cc2ccccc2)CN1CC1CCCCC1 (stereo not drawn)
→ -0.8	-6.2	24.1
O=C(CN1C(=O)C2CCCCC2C1=O)N1CCN(c2ccc(F)cc2)CC1 (stereo not drawn)
→ -1.4	0.9	10.4
CO/N=C/c1ccc(Sc2ccc(C)cc2)c([N+](=O)[O-])c1
→ -1.7	-7.0	8.2
C=CCn1c(N2CCOCC2)nc2c1c(=O)[nH]c(=O)n2C
→ 0.6	-0.9	8.1
Cc1cccc2nc(CSc3nc4[nH]ncc4c(=O)n3-c3ccccc3Cl)cc(=O)n12
→ -1.3	-29.1	19.6
CC(=O)c1c(C)oc2ccc(NS(=O)(=O)c3ccc(O)c(C(=O)O)c3)cc12
→ -2.3	1.9	7.4
O=C([C@H](O)c1ccccc1)N1CCC[C@H]1CO
→ -0.4	8.3	20.1
Nc1ccn(CC(=O)N[C@H](CO)Cc2c[nH]c3ccccc23)c(=O)n1
→ 0.4	-3.0	2.8
Fc1cccc(/C=N/NC(=S)Nc2ccccc2Cl)c1
→ -0.3	-8.0	16.3
CCCCn1c(N)c(N(C)C(=O)c2c(C)nn(-c3ccccc3)c2C)c(=O)[nH]c1=O
→ -0.9	5.5	-4.1
NNC(=O)c1cc2ccccc2[nH]1
→ -1.4	-12.3	15.3
O=C(NC1CC1)c1ccc2c(c1)S(=O)(=O)c1cc(Cl)ccc1C2=O
→ -0.4	-16.5	26.3
O=C(/C=C/c1ccc(Cl)cc1)N1CCOCC1
→ 1.2	-5.6	15.0
COc1ccc(-c2cc(C(=O)Nc3ccc(Cl)cc3Cl)c3ccccc3n2)cc1OC
→ -2.1	-29.7	5.9
CSc1cccc(NC(=O)CSc2ccc(Cl)cc2)c1
→ 0.3	2.2	25.6

Next section.
Value order: STK33 inh	OX1R antag-1	OX1R antag-2
COc1ccc(NC(=S)NC(=O)c2cncc(Br)c2)c(OC)c1
→ -0.8	-19.8	-1.8
CCN(C(=O)c1cccnc1)c1ccccc1
→ -0.6	-16.2	8.0
COC(=O)c1ccc(NC(=O)C2CC2)o1
→ -2.2	-1.1	7.8
Cc1csc(NC(=O)CN2CCCCCC2)n1
→ 0.3	-5.7	0.9
CC(C)CCNC(=O)C1CC(c2ccc(C(F)(F)F)cc2)=NO1 (stereo not drawn)
→ -1.0	-4.5	52.5
CC1(C)CC(=O)C(C=Nc2ccc3c(c2)OCO3)=C(O)C1
→ -0.9	-14.1	13.8
Cc1nn(-c2ccccc2)c(C)c1[N+](=O)[O-]
→ -0.6	7.3	5.7
CC(C)C(=O)Nc1cccc(C(=O)NCCc2ccc(S(N)(=O)=O)cc2)c1
→ 0.3	-14.9	5.8
CNC(=O)N/N=C(\N)c1ccccn1
→ 0.0	-10.3	3.6
Cc1cnc(C(=O)Nc2ccc(N3CCCCC3)cc2)cn1
→ -0.5	-12.5	8.1
Cc1ccc(-c2csc(NC(=S)NC(=O)c3cccs3)n2)cc1
→ -0.5	0.2	0.9
O=C(CN(Cc1ccc(F)cc1)C(=O)c1csnn1)NC1CCCC1
→ -0.1	-15.1	12.8
CCOC(=O)CN(C(=O)CNC(=O)c1cccs1)C(C(=O)NC1CCCCC1)c1cccnc1 (stereo not drawn)
→ -1.7	-11.3	3.9
CC(C)Cn1c(SC(C)C(=O)Nc2ccc(N3CCOCC3)cc2)nc2ccccc21 (stereo not drawn)
→ -2.2	-31.4	36.6
COc1ccc(CN(C(=O)c2ccc3c(c2)OCCO3)C(C(=O)NC2CCCCC2)c2ccc3ncccc3c2)cc1 (stereo not drawn)
→ -1.3	-21.6	15.0

Continuation:
Value order: STK33 inh	OX1R antag-1	OX1R antag-2
CC1=CCC2([N+](=O)[O-])CN(CC(=O)O)CC1([N+](=O)[O-])C2 (stereo not drawn)
→ -0.5	-10.3	14.6
CCCNc1nc(OCC(F)(F)F)nc(OCC(F)(F)F)n1
→ 1.0	0.7	11.3
CCCS(=O)(=O)n1nc(-c2ccccc2)cc1N
→ -0.2	-5.8	5.0
CCOC(=O)c1ccc(NC(=O)CN(C)S(=O)(=O)c2ccc(OC)cc2)cc1
→ -1.4	-14.9	13.0
CN(CC(=O)NC1CCCCC1)S(=O)(=O)c1ccc2c(c1)c(=O)n(C)c(=O)n2C
→ -0.8	-9.1	16.3
O=C(Nc1ccc2c(c1)CCC2)Nc1ccccc1Cl
→ 2.2	-25.9	37.7
CC(=O)c1ccc(NC(=O)C(C)OC(=O)CCN=C2NS(=O)(=O)c3ccccc32)cc1 (stereo not drawn)
→ -0.8	-6.6	0.5
COC(=O)c1ccccc1NC(=O)CCCCCn1nnc2ccccc2c1=O
→ -1.8	-32.3	7.0
O=C1CC(C(=O)O)C2(CCCC2)O1 (stereo not drawn)
→ -0.7	-11.4	0.0
CCCCOCCCNC(=O)c1cccs1
→ 0.7	-7.2	10.4
Cc1ccc2c(c1)N(C(=O)c1ccco1)C(C)(C)c1ssc(=S)c1-2
→ 0.3	-26.6	21.6
Cc1ccc(NC(=O)C(C)S)cc1 (stereo not drawn)
→ -2.5	-24.2	1.9
CCCN(CC(=O)Nc1ccc(F)c(F)c1F)CC(=O)Nc1c(C)n(C)n(-c2ccccc2)c1=O
→ 0.5	-35.5	6.3
O=[N+]([O-])c1ccc(COc2ncnc3ccccc23)cc1
→ -1.4	-8.6	15.9
O=C(O)CSCC(=O)Nc1ccc(S(=O)(=O)N2CCCCC2)cc1
→ -1.9	-5.5	-6.9

(continued)
Value order: STK33 inh	OX1R antag-1	OX1R antag-2
Cn1c(N)c(S(=O)(=O)NCc2ccccc2)c(=O)n(C)c1=O
→ -0.1	-4.0	16.2
COc1ccc(Cl)cc1NC(=O)CN(C)CC(=O)Nc1ccc(Br)cc1
→ -1.3	-30.6	26.9
CSc1nnc(-c2ccccc2SC)o1
→ -1.6	-19.3	31.4
CC(C#N)Sc1nnc(-c2ccccc2F)n1C1CC1 (stereo not drawn)
→ 0.1	-8.3	6.1
CC1CN(C(=S)Nc2ccccc2F)CC(C)O1 (stereo not drawn)
→ -0.2	-11.9	2.8
CCOC(=O)c1ccc(NC(=O)CCc2nnc3ccc(N4CCCC4)nn23)cc1
→ 0.2	-14.9	24.1
O=C1NC(Cc2ccccc2)c2nc3ccc(Br)cc3c(=O)n2-c2cc(Cl)ccc21 (stereo not drawn)
→ -0.8	-31.9	3.8
Cc1ccccc1OCCC(=O)N(CC(=O)Nc1ccccc1C(F)(F)F)Cc1ccco1
→ 0.1	-6.3	15.3
Cc1ccc[n+](C(C)C(=O)Nc2ccc(C)c([N+](=O)[O-])c2)c1 (stereo not drawn)
→ -0.5	-3.0	22.3
O=C(O)c1ccc(Nc2nc(-c3cccnc3)nc3ccccc23)cc1
→ 7.4	-10.9	9.2
O=S(=O)(c1ccc(Br)s1)N1CCc2ccccc2C1
→ 0.3	-17.2	16.0
COc1ccc(/C=N/NS(=O)(=O)c2ccc(C)cc2)cc1
→ -0.8	-16.3	-1.3
CCc1cc(C(=O)c2ccc(OC)cc2)c(N)s1
→ 0.3	-18.9	3.2
Cn1cc2ccc([N+](=O)[O-])cc2n1
→ -1.1	-1.2	27.3
Cc1ccc(N/C(SCc2ccccc2C)=C(/C#N)C(=O)NCc2ccco2)cc1C
→ -3.2	-11.1	14.1

(listing goes on)
Value order: STK33 inh	OX1R antag-1	OX1R antag-2
O=C1CC(c2ccc(Cl)cc2)CC(=O)C1CS(=O)(=O)c1ccccc1 (stereo not drawn)
→ -0.9	-15.6	57.5
NS(=O)(=O)c1ccc(CNC(=O)Cc2ccccc2F)cc1
→ -1.0	-7.6	3.8
COc1ccc(-c2nnc(NC(=O)c3cc(C)on3)s2)cc1
→ 0.1	-3.0	9.4
O=C(Oc1ccccc1C(=O)Oc1ccccc1)c1cccnc1
→ 0.3	1.4	8.1
Cc1ccc(N(CC(=O)Nc2c(C)n(C)n(-c3ccccc3)c2=O)S(C)(=O)=O)cc1C
→ -1.5	-6.9	15.5
O=c1c(C(c2ccccc2)c2c(O)sc3ccccc3c2=O)c(O)sc2ccccc12
→ 0.5	-10.9	29.8
CCc1nc(NC(=O)c2sc(C)nc2C)sc1C(=O)OC
→ -0.4	-32.2	10.7
COc1ccc(C2NC(c3ccc(OC)cc3)C(c3ccccc3)C(=O)C2c2ccccc2)cc1 (stereo not drawn)
→ -1.3	-26.3	21.5
O=C(Nc1ccccc1)c1nc[nH]c1C(=O)NCCCCNC(=O)c1[nH]cnc1C(=O)Nc1ccccc1
→ -0.6	0.8	6.3
CCOC(=O)N1CCN(C(=O)CC(=O)Nc2ccc3nc4n(c(=O)c3c2)CCCCC4)CC1
→ 0.5	-26.9	21.0
CCOC(=O)C1=C(C)Nc2ccccc2N=C1NC(=O)C(CC)c1ccccc1 (stereo not drawn)
→ -2.3	-15.4	7.8
Cn1c(SCC(=O)Nc2ccc3c(c2)OCCO3)nnc1-c1cccnc1
→ 0.9	-20.9	10.8
COc1cccc(-c2cc(C(=O)Nc3c(C)n(C)n(-c4ccccc4)c3=O)no2)c1
→ -0.7	-20.5	5.6
CCOc1ccc(CNC(=S)NCc2ccc(OCC)cc2)cc1
→ -1.2	-14.4	11.9
CCCCN(C(=O)CCC(=O)Nc1cc(C)on1)C(C(=O)NC1CCCC1)c1ccc(F)cc1 (stereo not drawn)
→ -1.8	-36.8	17.1

The list goes on.
Value order: STK33 inh	OX1R antag-1	OX1R antag-2
N#C/C(=N\Nc1ccc(Cl)cc1)C(=O)c1ccsc1
→ 0.3	28.4	42.7
CC(C)=CCC/C(C)=C/CNC(=O)C[C@H]1C[C@H](C(=O)N2CCCCC2)[C@@]2(CCc3ccccc3)c3[nH]c4cc(CCC(=O)N(C)C)ccc4c3CCN2C1=O
→ ·	-32.5	3.8
CC1=C(C(=O)Nc2ccccc2)C(c2cccs2)n2nnnc2N1 (stereo not drawn)
→ -0.5	-9.0	20.6
COc1ccc(OCC(=O)NNC(=S)NC(=O)C2CCCCC2)cc1
→ -2.5	-7.8	26.4
O=C(CCC(=O)N(CC(=O)NC1CCCC1)Cc1ccccc1)Nc1nccs1
→ -1.2	-4.5	2.7
CC(C)(C)OC(=O)N1CCC(c2c(C(=O)O)cnn2-c2ccccc2Cl)CC1
→ -1.2	-6.4	12.2
O=C(CCN1C(=O)c2ccccc2C1=O)OCn1nnc2ccccc2c1=O
→ -1.0	-6.2	43.9
CCOC(=O)c1c(NC(=O)CSc2nnc(C)o2)sc(C)c1C
→ -3.2	-28.4	16.6
O=C(NCCc1ccco1)C(=O)NCCC1CCCCN1S(=O)(=O)c1ccccc1 (stereo not drawn)
→ -3.0	3.5	42.4
CCOC(=O)CN1C(=O)S/C(=C\c2ccc(-c3ccc(C(=O)O)c(Cl)c3)o2)C1=O
→ -1.5	-4.8	10.7
Cc1ccc(S(=O)(=O)NN=C2CCN(Cc3ccccc3)CC2)cc1
→ 3.4	-19.5	26.0
CCO[C@H]1OC(C(=O)N2CCN(C)CC2)=C[C@@H](c2csc3ccccc23)[C@@H]1CCCO
→ -0.8	-21.8	5.8
CCOCC(=O)Nc1cccc(OC)c1
→ -2.8	-11.9	10.6
CCN(CC)c1ccc2oc(=O)c(C)nc2c1
→ -3.1	26.4	25.4
N#Cc1ccccc1NC(=O)C1SC(=Nc2ccccc2)C(C(=O)Nc2ccc(Cl)cc2)=C1N (stereo not drawn)
→ -1.0	7.8	3.0

Full records, looked up by structure. Screens in order: STK33 inh, OX1R antag-1, OX1R antag-2
Cc1ccc(S(=O)(=O)NN=C2CCN(Cc3ccccc3)CC2)cc1 is listed with 3.4, -19.5, 26.0
N#C/C(=N\Nc1ccc(Cl)cc1)C(=O)c1ccsc1 is listed with 0.3, 28.4, 42.7
N#Cc1ccccc1NC(=O)C1SC(=Nc2ccccc2)C(C(=O)Nc2ccc(Cl)cc2)=C1N (stereo not drawn) is listed with -1.0, 7.8, 3.0
O=C(NCCc1ccco1)C(=O)NCCC1CCCCN1S(=O)(=O)c1ccccc1 (stereo not drawn) is listed with -3.0, 3.5, 42.4
CC(C)(C)OC(=O)N1CCC(c2c(C(=O)O)cnn2-c2ccccc2Cl)CC1 is listed with -1.2, -6.4, 12.2

Next compounds
Value order: STK33 inh	OX1R antag-1	OX1R antag-2
COc1ccc(CNC(=O)C2(CC(=O)NC(C)(C)C)CCCC2)cc1
→ -0.1	-12.0	-2.0
COc1ccc(CC(=O)OCC(=O)NC2CCCC(C)C2C)cc1OC (stereo not drawn)
→ -0.2	-21.4	9.0
CC(=O)c1ccc(OCCCC(=O)Nc2cccc(S(=O)(=O)N(C)C)c2)cc1
→ 0.5	-7.9	19.5
CNS(=O)(=O)c1ccc(NC(=O)c2ccc(Cl)cc2Cl)cc1
→ -1.6	11.6	4.5
COc1ccccc1/C=N/Nc1cc(N(C)C)nc(N(C)C)n1
→ -0.9	-26.2	29.8
c1ccc(-n2cnc3cc(NCc4cccs4)ccc32)cc1
→ -1.0	-9.3	8.2
O=[N+]([O-])c1cccc(C2CC(c3ccccc3)=NN2c2ccccc2)c1 (stereo not drawn)
→ -2.6	-22.1	20.4
Cc1ccc(S(=O)(=O)N2CCCN(c3nc4cc(C)ccc4cc3C#N)CC2)cc1
→ 0.4	37.7	48.3*
O=C(NC1CCCc2ccccc21)c1ccc(Br)cc1 (stereo not drawn)
→ 0.7	-26.7	8.8
NC(=O)CNC1CC(=O)N(CCc2ccccc2)C1=O (stereo not drawn)
→ -1.3	-4.6	8.3
O=S(=O)(NCCSc1ccccn1)c1ccc(Br)cc1
→ -1.3	-11.3	13.3
Cc1ccc(S(=O)(=O)CCc2nnc(NC(=O)c3cccs3)s2)cc1
→ -0.1	-0.2	5.8
Cc1cc(NC(=O)CSCC(=O)Nc2nc3c(C)cccc3s2)no1
→ -1.7	-22.5	38.5
COC(=O)c1ccc(/C=C2/SC(=S)N(CCC(=O)NCCCN3CCOCC3)C2=O)cc1
→ 1.4	-23.6	34.9
O=C(CN1CCN(c2ccccc2O)CC1)Nc1ccc2c(c1)OCCCO2
→ 5.4	-11.5	1.2
COCC(=O)Nc1cc(=O)n(C)c(=O)n1C
→ 0.8	0.5	7.6

Bioassay records deposited in PubChem BioAssay by several laboratories.
